GoLoco inh red – qHTS Assay for Inhibitors of RGS12 GoLoco Motif Activity (Red Fluorophore) | Guanine nucleotide-binding protein G(i) subunit alpha-1 (Homo sapiens), P63096 | Potency, µM (titrated, usually from 61.6 µM), for the others: at the highest dose activity, negative = inhibition, hits mostly inhibitors | hit rate 0.44% among 230,000 | AID 880, 2007 | Gai1:RGS12 GoLoco peptide FP, rhodamine, 10 min; active = well fitted inhibition curve with a large enough effect, not every such curve was filed as active; inactive = no such curve, though single readings can be large or run the other way; note: % is set by controls: 0 for no effect and ±100 for the full control effect; nearly all actives have a fitted effect of over 30% in size; many of its hits are not listed in these tables
JMJD2E inh – qHTS Assay for Inhibitors of Human Jumonji Domain Containing 2E (JMJD2E); Lysine-specific demethylase 4E (Homo sapiens), B2RXH2; JMJD2E catalytic domain, FDH-coupled NADH fluorescence (FDH is formaldehyde dehydrogenase); Potency, µM (titrated, usually from 57.1 µM), inactives show top-dose activity change, negative = inhibition, hits mostly inhibitors; hit rate 1.6% among 230,000; AID 2147, 2009; active = well fitted inhibition curve with a large enough effect, not every such curve was filed as active; inconclusive = small, poorly fitted or top-dose-only effect, or another doubt; inactive = no such curve, though single readings can be large or run the other way;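 note: 0% = wells with enzyme and -100% = buffer wells without enzyme; nearly all actives have a fitted effect of over 50% in size; many of its hits are not listed in these tables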
KinaseGlo FLuc – Counterscreen for Luciferase (Kinase-Glo TM) Inhibition; Kinase-Glo luciferase, ATP luminescence, 8 min; Potency, µM (doses to about 38.3 µM), inactives show at the top dose activity change, negative = inhibition, hits mostly inhibitors; Luciferin 4-monooxygenase (Photuris pensylvanica), Q27757; hit rate 0.28% among 200,000; AID 1379, 2008; note: % is set by controls: 0 for no effect and ±100 for the full control effect; nearly all actives have a fitted effect of over 60% in size
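Inhibition of Kinase-Glo luciferase light generation was assessed at 10 uM ATP in pH 7.2 imidazole buffer, with luminescence measured after eight minutes at ambient temperature.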
SMN2 splice up – qHTS Assay for Enhancers of SMN2 Splice Variant Expression; AID 1458, 2008; Potency, µM (series often up to 46.1 µM), for inactives: top-dose activity change, positive = activation, actives largely listed as activators; hit rate 2.8% among 210,000; HEK293 SMN2-luciferase splicing reporter, luminescence, 30-36 h; note: % of control where 0% means no effect; nearly all actives have a fitted effect of over 55% in size
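HEK293 cells carry an SMN2 […]–luciferase reporter in which exon 7 inclusion puts luciferase in frame. Cells were plated 10-12 h before compound addition, then incubated 30-36 h at 37C. ONE-Glo luminescence was read; sodium butyrate at 4.5 mM final served as control.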
NPSR antag – qHTS Assay for Antagonists of the Neuropeptide S Receptor: cAMP Signal Transduction | Q6W5P4 | CHO-NPSR cells, cAMP TR-FRET, antagonist mode | Potency, µM (series often up to 38.3 µM), for inactives: at the top dose activity change, negative = inhibition, most hits filed as inhibitors | hit rate 1% among 220,000; note: % is set by controls: 0 for no effect and ±100 for the full control effect; nearly all actives have a fitted effect of over 50% in size; many of its hits are not listed in these tables
Target sequence (Q6W5P4 whole entry, looked up): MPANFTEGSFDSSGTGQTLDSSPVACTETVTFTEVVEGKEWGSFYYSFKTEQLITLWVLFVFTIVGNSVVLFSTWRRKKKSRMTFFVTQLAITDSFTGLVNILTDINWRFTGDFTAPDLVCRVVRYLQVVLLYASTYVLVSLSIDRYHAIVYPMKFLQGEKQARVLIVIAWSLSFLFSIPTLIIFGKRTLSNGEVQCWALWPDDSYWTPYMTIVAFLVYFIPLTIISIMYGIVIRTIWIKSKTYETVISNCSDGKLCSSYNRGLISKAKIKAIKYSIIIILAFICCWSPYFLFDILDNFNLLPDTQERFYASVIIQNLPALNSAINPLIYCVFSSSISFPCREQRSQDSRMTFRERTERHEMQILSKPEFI
Epigenetic reg – Quantitative High-Throughput Screen for Regulators of Epigenetic Control; murine LDR cells, GFP reporter derepression, 30 h; Potency, µM (doses to about 53.9 µM), for the others: top-dose GFP activation, usual class: activators; hit rate 0.2% among 280,000; note: % of control where 0% means no effect; nearly all actives have a fitted effect of over 60% in size
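In this reporter-derepression format, murine cells bearing a silenced integrated CMV-GFP locus incubate with test compound (30 h, 37 C), then are washed and imaged; fluorescent objects of 20–120 um count as induced cells.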
IMPase Li cell – qHTS Assay for Identifying the Cell-Membrane Permeable IMPase Inhibitors: Potentiation with Lithium; Potency, µM (series often up to 59.4 µM), for the others: at the top dose activity, negative = IMPase inhibition, actives largely listed as inhibitors; hit rate 0.35% among 210,000; AID 1457, 2008; CHO-M1 cells, IP1 TR-FRET (IP-One), carbachol + lithium;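 note: IP1 builds up when IMPase is blocked and the TR-FRET signal falls; plate controls were basal vehicle for no effect and high inhibitor control for full effect; nearly all actives have a fitted effect of over 50% in size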
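Readout is a homogeneous TR-FRET IP1 immunoassay (Ex 320, Em 665 and 620), where raised cytosolic IP1 lowers signal. Cells were CHO-M1 treated 30 min at 37C with test compounds plus a little lithium; AC50 values came from Hill-equation fitting.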
RECQ1 inh – qHTS Assay for Inhibitors of RecQ-Like Dna Helicase 1 (RECQ1); hit rate 0.54% among 240,000; Potency, µM (top dose mostly 57.3 µM), for the others: at the top dose activity, negative = inhibition, hits mostly inhibitors; RECQ1 DNA unwinding, red fluorescence kinetic read;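 note: plate controls were vehicle for no effect and no enzyme for full effect; nearly all actives have a fitted effect of over 30% in size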
Target sequence (P46063 whole entry, looked up): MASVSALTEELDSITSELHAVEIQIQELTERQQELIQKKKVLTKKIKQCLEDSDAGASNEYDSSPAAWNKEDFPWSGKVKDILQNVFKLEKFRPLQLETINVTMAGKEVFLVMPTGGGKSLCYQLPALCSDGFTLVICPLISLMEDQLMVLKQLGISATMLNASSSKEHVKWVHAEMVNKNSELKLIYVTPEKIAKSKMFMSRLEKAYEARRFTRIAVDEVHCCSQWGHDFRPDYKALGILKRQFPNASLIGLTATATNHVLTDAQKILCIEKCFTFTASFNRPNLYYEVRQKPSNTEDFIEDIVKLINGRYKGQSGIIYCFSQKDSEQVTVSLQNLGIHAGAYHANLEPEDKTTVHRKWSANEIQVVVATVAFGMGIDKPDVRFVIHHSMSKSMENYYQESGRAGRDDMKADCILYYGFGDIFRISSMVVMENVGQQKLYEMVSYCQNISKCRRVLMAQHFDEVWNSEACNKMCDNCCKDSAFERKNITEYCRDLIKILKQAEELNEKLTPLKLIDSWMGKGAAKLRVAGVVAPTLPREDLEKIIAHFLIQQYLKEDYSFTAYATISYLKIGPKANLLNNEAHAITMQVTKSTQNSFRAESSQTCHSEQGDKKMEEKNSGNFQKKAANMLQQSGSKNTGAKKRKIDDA
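RECQ1T1 50 nM; forked duplex (20 bp + 30-nt ss tails) 200 nM, ATP 2 mM final; pH 8.0, 2 mM MgCl2, 2.5 ug/ml poly(dI-dC); 15 min compound preincubation; discontinuous kinetic read over 2 h at RT.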
* = called active by the depositor; i = inactive; ? = inconclusive; nt = not tested or not shown; & = joins results of further samples; [ ] = another dose, or the depositor's remark. Unless noted, calls come from the whole dose curve; as a rule, active = well fitted curve in the direction sought with a large enough effect; inconclusive = small, poorly fitted or top-dose-only effect, or another doubt; inactive = no such curve, though single readings can be large; an effect the other way counts as inactive or inconclusive. Potency is the fitted concentration of half-maximal effect.

Order of results: GoLoco inh red | JMJD2E inh | KinaseGlo FLuc | SMN2 splice up | NPSR antag | Epigenetic reg | IMPase Li cell | RECQ1 inh
- O=C(O)CCc1ccc(-c2ccccc2)n1Cc1ccco1
 : 5% | ? | 1% | 10% | -10%[46.1 µM] | 0.8% | -11%[38.3 µM] | -24%
- O=c1c2ccccc2nc2n1CCS2
 : 2% | 5% | -1% | -1% | 12%[46.1 µM] | 0.8% | 6%[38.3 µM] | -1%
- COc1ccc(OC)c(CCNC(=O)C(=O)Nc2ccc3nc4n(c(=O)c3c2)CCCCC4)c1
 : 5% | 1% | nt | nt | 1% | -0.8% | nt | -7%
- CCOC(=O)CC1C(=O)NCCN1S(=O)(=O)c1ccccc1Cl (stereo not given)
 : -1% | 10% | 1% | -9% | 0%[46.1 µM] | -1.1% | -6%[38.3 µM] | -10%
- N#C/C(=C/c1ccc(Sc2nc3ccccc3[nH]2)o1)c1cccc(F)c1
 : 39%[activator] | 4% | 2% | -54%[inhibitor] | ? | 4.9% | 34%[activator][38.3 µM] | -10%
- CC(=O)c1ccc(OCC(=O)Nc2ccc3c(c2)CCC3)cc1
 : 3% | -1% | -1% | -11% | 3% | -3.5% | -4% | -3%
- O=C(Nc1cccc(S(=O)(=O)N2CCCC2)c1)C1CCCN1C(=O)c1cccs1 (stereo not given)
 : 4% | 3% | nt | nt | 11% | 0.0% | nt | 13%
- Cc1ccc2cc(CN(CCN(C)C)C(=O)Nc3ccc(Cl)cc3)c(=O)[nH]c2c1
 : -14% | 9% | 1% | nt | 8% | -1.1% | 0% | 17%
- O=c1[nH]c(SCc2ccc(Cl)cc2)nc2[nH]ncc12
 : -6% | 2% | 2% | ? | -3% | 1.1% | -8% | -1%
- Cc1nc2c3ccccc3nc(NNC(=O)CCC(=O)NC3CCCC3)n2n1
 : 2% | -8% | 1% | -14% | 20% | -7.8% | 7% | i
- O=C1Nc2ccc(S(=O)(=O)N3CCCC3)c3cccc1c23
 : 7% | ? | 3% | 21% | -5%[46.1 µM] | -6.1% | -12%[38.3 µM] | -8%
- Cc1cc(C(=O)NNC(=O)c2cccc(C(F)(F)F)c2)no1
 : 9% | 0% | nt | nt | -11% | -1.3% | nt | -2%
- Cc1c2c(nc3nnnn13)CCCC2
 : -7% | -8% | 1% | 1% | 9% | 0.1% | -3% | i
- C/C(=N\OCc1ccccc1)c1c(O)cc(C(C)C)n(-c2ccccc2)c1=O
 : 20% | -8% | 2% | -10% | -4% | 0.0% | 1% | -8%
- COCCNC(=S)NN=C1CCCCC1
 : -3% | -7% | -1% | 0% | 8% | 2.4% | 8% | i
- CCSc1nnc(NC(=O)CSc2nnc(-c3c[nH]c4ccccc34)n2C)s1
 : 2% | -9% | -3% | 6% | -9%[46.1 µM] | -1.8% | 1%[38.3 µM] | -9%
- O=C(Nc1nccs1)c1cccc(NC(=O)c2ccco2)c1
 : 8% | 9% | 0% | -8% | -5%[46.1 µM] | 0.0% | 4% | -7%
- COc1ccccc1-n1cnnc1SCC(=O)Nc1cc(C(C)(C)C)nn1-c1ccccc1
 : 5% | -3% | -4% | -34%[inhibitor] | -15%[46.1 µM] | 0.0% | 5%[38.3 µM] | i
- C=C(C)CSCc1nc2ccccc2[nH]1
 : 5% | 6% | -6% | -3% | -7%[46.1 µM] | 0.0% | -4%[38.3 µM] | -2%
- O=C(NCc1ccco1)c1cc2c(s1)CCCCC2
 : 5% | ? | -9% | 14µM* | -15%[46.1 µM] | ? | 21% | -5%
- CCOc1ccc(S(=O)(=O)Nc2cccc(C)c2)c2cccnc12
 : 12% | 5% | 2% | -4%&2% | 13% | 0.0%&4.9% | -3% | i
- O=C(CSc1nnc(-c2ccco2)n1Cc1ccco1)Nc1ccccc1
 : -7% | 9% | 11% | -13% | 0%[46.1 µM] | 0.0% | 4%[38.3 µM] | i
- CCOC(=O)Cc1nnc(NC(=O)COc2ccc(OC)cc2)s1
 : 10% | 0% | -2% | -6% | -10%[46.1 µM] | -0.1% | 25%[38.3 µM] | -30%
- O=C(CSc1nncs1)Nc1ccc(S(=O)(=O)N2CCCC2)cc1
 : 2% | 3% | -1% | 3% | 9% | -0.2% | 0% | i
- Cc1cccc(C(=O)Nc2ccc3c(c2)C(=O)N(CC(C)C)C3=O)c1
 : -9% | -20% | 0% | 23% | -35% | -2.3% | ? | 14%
- Cc1nc2ccccc2n1CCC(=O)Nc1cccc(F)c1
 : -10% | 9% | -2% | -37%[inhibitor] | -7%[46.1 µM] | 0.0% | 34%[38.3 µM] | -6%
- O=C(NC(NCc1cccnc1)C(Cl)(Cl)Cl)c1cccc2ccccc12 (stereo not given)
 : -1% | -6% | -1% | -9% | 7% | 0.0% | 7% | 0%
- CC(C)Oc1ccc(N2C(=O)c3ccccc3C2=O)cc1
 : 4% | 6% | -1% | -18% | -18%[46.1 µM] | -3.9% | -1%[38.3 µM] | i
- Cc1ccc(C)c(SCc2noc(C(=O)NC(C)C)c2C(=O)O)c1
 : 9% | 0% | 0% | ? | -14%[46.1 µM] | -0.9% | -10%[38.3 µM] | 0%
- N#Cc1c(-c2ccccc2)[nH]c(=S)[nH]c1=O
 : -2% | 2% | -1% | 4% | 6%[46.1 µM] | 0.8% | 19%[38.3 µM] | -12%

Profiles as entered above:
C/C(=N\OCc1ccccc1)c1c(O)cc(C(C)C)n(-c2ccccc2)c1=O as listed: GoLoco inh red = 20%; JMJD2E inh = -8%; KinaseGlo FLuc = 2%; SMN2 splice up = -10%; NPSR antag = -4%; Epigenetic reg = 0.0%; IMPase Li cell = 1%; RECQ1 inh = -8%
Cc1ccc2cc(CN(CCN(C)C)C(=O)Nc3ccc(Cl)cc3)c(=O)[nH]c2c1 as listed: GoLoco inh red = -14%; JMJD2E inh = 9%; KinaseGlo FLuc = 1%; SMN2 splice up = nt; NPSR antag = 8%; Epigenetic reg = -1.1%; IMPase Li cell = 0%; RECQ1 inh = 17%
O=C(Nc1nccs1)c1cccc(NC(=O)c2ccco2)c1 as listed: GoLoco inh red = 8%; JMJD2E inh = 9%; KinaseGlo FLuc = 0%; SMN2 splice up = -8%; NPSR antag = -5%[46.1 µM]; Epigenetic reg = 0.0%; IMPase Li cell = 4%; RECQ1 inh = -7%

The listing continues:
Order of results: GoLoco inh red | JMJD2E inh | KinaseGlo FLuc | SMN2 splice up | NPSR antag | Epigenetic reg | IMPase Li cell | RECQ1 inh
- O=S(=O)(N/N=C1/CCCc2ccccc21)c1ccc(Br)cc1
 : -5% | -4% | 0% | -29% | -17%[46.1 µM] | -4.9% | 3% | -5%
- CCOC(=O)C(=Nc1ccc(Cl)cc1)NO
 : 16% | 13% | 0% | -3% | 21% | -3.8% | -2% | -5%
- CCOC(=O)c1c(NC(=O)/C=C/C(=O)O)sc(C)c1-c1ccc(F)cc1
 : 3% | -7% | nt | nt | ? | -0.2% | 2% | -8%
- N#CC1CCN(c2ncccc2[N+](=O)[O-])CC1
 : 8% | -6% | nt | nt | -19% | 2.1% | nt | -5%
- O=C(c1cccc(F)c1)N1CCC2(CC1)CN(c1cccc(-c3ccccc3)c1)C2
 : -1% | nt | 0% | -48%[inhibitor] | nt | nt | 7% | 0%
- COC(=O)c1c(NC(=O)Cn2cc([N+](=O)[O-])cn2)sc2c1CCC2
 : 5% | 1% | -1% | 1% | -5%[46.1 µM] | -1.1% | -2%[38.3 µM] | 9%
- CCCNc1cc(=S)nc(N)[nH]1
 : 2% | -18% | nt | nt | 13% | 4.0% | nt | -4%
- O=C(COC(=O)c1ccccn1)Nc1nc(-c2cccc([N+](=O)[O-])c2)cs1
 : 9% | -3% | nt | nt | 0% | 1.6% | nt | -1%
- O=C1C2C3c4ccccc4C(c4ccccc43)C2C(=O)N1/N=C/c1cccc(O)c1 (stereo not given)
 : 7% | 1% | -1% | -1% | -25%[46.1 µM] | -1.0% | 12%[38.3 µM] | i
- O=C(O)/C=C\C(=O)Nc1ccccn1
 : 6%[14.2 µM] | nt | -2%[7.66 µM] | -12%[9.22 µM] | nt | nt | 2% | nt
- Cc1ncc(CCl)c2c1OC(C)(C)OC2
 : -33% | -5% | 1% | -21% | -33%[46.1 µM] | -2.4% | 4% | 2%
- Cc1nn(-c2ccccc2)c(C)c1/C=C/C(=O)OCC(=O)N(C)C1CCS(=O)(=O)C1 (stereo not given)
 : 6% | -12% | -2% | -5% | 4% | -0.8%[10.1 µM] | 8% | i
- O=C(NNC(=S)Nc1ccccc1Cl)c1ccncc1
 : 3% | -1% | nt | nt | 4% | 0.0% | nt | i
- COc1ccc(-c2nc(CSCC(=O)N3CCC(C(N)=O)CC3)c(C)o2)cc1OC
 : 3% | ? | 0% | 16% | 17% | -1.0% | -2% | -6%
- CCCC(c1nnnn1CS(=O)(=O)c1ccc(C)cc1)N1CCN(c2ccc(F)cc2)CC1 (stereo not given)
 : 8% | -5% | 1% | -20% | -6%[46.1 µM] | -0.8% | -7%[38.3 µM] | -10%
- COc1ccc(OCC(=O)Nc2ccc(NC(=O)c3ccco3)cc2)cc1
 : 33%[activator] | 1% | -6% | 28µM* | -10%[46.1 µM] | -1.8% | 35%[activator][38.3 µM] | i
- O=C(c1cccc(F)c1)N1CCC(N2CCCCCC2)CC1
 : -18% | -21% | 15% | 3% | -11%[46.1 µM] | -0.2% | 18%[38.3 µM] | -3%
- CCCC/C(O)=C1\C(=O)CC(C)(C)CC1=NCCCCCC(=O)O
 : -3% | 0% | 3% | 2% | -28% | 1.4% | 1% | i
- COc1ccc(CN(C(=O)Cc2c[nH]c3ccccc23)C(C(=O)NC2CCCCC2)c2ccc(C)o2)cc1 (stereo not given)
 : 5% | -2% | 3% | -46%[inhibitor] | ? | -9.7% | 14% | -11%
- CCOc1ccccc1N1CN(CC)CNC1=S
 : 9% | 2% | -1% | -10% | 3%[46.1 µM] | -2.3% | -7%[38.3 µM] | -6%

High-throughput results (PubChem BioAssay)

Some of the compounds tested. The share of hits here may be higher or lower than overall.
